Screens (PubChem BioAssay)
FLuc counter: qHTS profiling assay for firefly luciferase inhibitor/activator using purifed enzyme and Km concentrations of substrates (counterscreen for miR-21 project). Luciferin 4-monooxygenase (Photinus pyralis), P08659. purified FLuc, Km substrates, luminescence inhibition. Potency, µM (series often up to 57.5 µM), for inactives: at the top dose activity change, negative = inhibition, actives largely listed as inhibitors. 6.9% of 360,000 active. AID 588342, 2011; active means well fitted inhibition curve with a large enough effect; inconclusive means small, poorly fitted or top-dose-only effect;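 further: plate controls were vehicle for no effect and reference inhibitor for full effect; nearly all actives have a fitted effect of over 55% in size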
Target sequence (P08659 whole entry, looked up): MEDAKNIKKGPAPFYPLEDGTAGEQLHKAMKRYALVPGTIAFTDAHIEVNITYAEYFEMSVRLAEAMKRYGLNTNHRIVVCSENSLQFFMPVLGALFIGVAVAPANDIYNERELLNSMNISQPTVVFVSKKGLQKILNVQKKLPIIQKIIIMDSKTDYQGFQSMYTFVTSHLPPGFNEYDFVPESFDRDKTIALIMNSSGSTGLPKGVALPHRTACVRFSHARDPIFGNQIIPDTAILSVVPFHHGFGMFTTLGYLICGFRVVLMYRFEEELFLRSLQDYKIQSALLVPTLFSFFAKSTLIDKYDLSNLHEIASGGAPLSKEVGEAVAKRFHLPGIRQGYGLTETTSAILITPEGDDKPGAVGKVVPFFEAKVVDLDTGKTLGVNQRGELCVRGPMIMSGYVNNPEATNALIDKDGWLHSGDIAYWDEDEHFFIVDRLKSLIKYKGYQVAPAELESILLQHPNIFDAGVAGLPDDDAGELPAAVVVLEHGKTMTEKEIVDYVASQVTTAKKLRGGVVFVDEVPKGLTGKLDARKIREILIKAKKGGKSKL
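Biochemical qHTS of compounds, final roughly 60 µM downward over six points, against 10 nM purified firefly luciferase using Km concentrations of substrates (10 uM D-luciferin, 10 uM ATP) in Tris acetate pH 7.5 buffer; luminescence output.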
The depositor's hits bear a star; ? = inconclusive. Potency means the concentration at half of the fitted maximal effect. Not all compounds are listed. The share of hits here may be higher or lower than overall.

SMILES | FLuc counter
Cn1ncc(C(=O)N2CCN(c3ccc(F)cc3)CC2)c1C1CCN(C(=O)OC(C)(C)C)CC1 | 0%
COc1ccccc1CNc1nc2ccc(C)cc2n2nnnc12 | -9%
COc1ccc(N2CC(NC(=O)C(c3ccccc3)c3ccccc3)CC2=O)cc1 (configuration not stated) | 1%
Cc1ccc(-n2ncc(C(=O)N3CCc4ccccc4C3)c2C2CCN(C(=O)OC(C)(C)C)CC2)cc1C | 3%
CCOC(=O)COc1ccc(-c2nnn(CC(=O)Nc3ccccc3)n2)cc1 | -1%
CCCCNC(=O)c1ccc2c(=O)n(-c3ccccc3)c(=O)[nH]c2c1 | 0%
CC1=C(C(=O)Nc2ccc(C)cc2C)C(c2cc(Br)ccc2F)n2ncc(C(=O)Nc3ccc(C)cc3)c2N1 (configuration not stated) | -2%
CCOc1ccc(NC(=O)CN2CCN(CC(=O)Nc3ccccc3OCC)CC2)cc1 | -5%
Fc1ccc(Nc2nc3ccccc3c3nncn23)c(Cl)c1 | -1%
COc1cc(NC(=O)CN2C(=O)C(c3ccc(Cl)cc3)=NC23CCCCC3)cc(OC)c1 | -18%
Cc1ccc(Cl)cc1-n1ncc2c(N3CCN(Cc4ccccc4)CC3)ncnc21 | -4%
CCOc1ccc(Nc2c(S(=O)(=O)c3ccc(C)cc3)cnc3ccc(OC)cc23)cc1 | -14%
COc1cccc(NC(=O)c2oc3ccccc3c2NC(=O)c2ccc(OC(C)C)cc2)c1 | 2.7µM*
Cc1ccc2c(CC(=O)N(Cc3ccc(Cl)cc3)Cc3ccco3)coc2c1 | -17%
Cc1ccc(CCNC(=O)CCn2nc(-c3ccc(C)cc3)ccc2=O)cc1 | 0%
Cc1cc(-c2ccc(S(=O)(=O)N3CCN(c4ccc(Cl)cc4)CC3)s2)on1 | 2%
Cc1c(-c2nsc(NC(=O)c3ccc(Cl)cc3)n2)nnn1-c1ccc(C(C)C)cc1 | -11%
CCOC(=O)c1c(NC(=O)COc2cccc(C)c2C)sc2c1CCC(CC)C2 (configuration not stated) | 0%
COc1ccc(CCNC(=O)c2ccc3c(c2)nc2n3CCOC2)cc1OC | 2%
Brc1ccc2c(c1)NC(c1cccnc1)=NC(c1ccccc1)=N2 | ?
CCOc1ccccc1C(=O)Nc1cc(-c2ccc(C)cc2)no1 | ?
CC1Cc2cc(S(=O)(=O)N(Cc3ccccc3)C(C)C)ccc2N1C(=O)C1CCC1 (configuration not stated) | 3%
CCOc1cccc2cc(-c3nc(-c4ccc(Cl)cc4)c(C)s3)c(=O)oc12 | -1%
COC(=O)c1sc2cccc(F)c2c1S(=O)(=O)N1CCN(c2ccc(F)cc2)CC1 | -2%
Cc1ccc2nc(SCC(=O)Nc3ccc(C#N)cc3)[nH]c2c1 | -8%
O=C(CC1C(=O)N(c2ccc(F)cc2)C(=O)N1Cc1ccc2c(c1)OCO2)Nc1ccc(Cl)cc1 (configuration not stated) | ?
CN(c1ccccc1)S(=O)(=O)c1nnc(NC(=O)c2cccs2)s1 | 1.1µM*
COc1ccc(-c2noc(-c3cccc(OC)c3OC)n2)cc1 | 2.4µM*
CCOc1ccc(CCNC(=O)CSCc2nc(-c3cccc(C)c3)oc2C)cc1OCC | -17%
CCOC(=O)c1cccc(NC(=O)N2Cc3ccccc3Oc3ncccc32)c1 | 3%
COc1ccc(-n2nc3c(N4CCCC(C(=O)NCCc5ccc(C)cc5)C4)nnc(C)c3c2C)cc1 (configuration not stated) | -12%
CC(C)OCCCn1c(SCc2ccccc2C#N)nc2c(sc3ccccc32)c1=O | -4%
Cc1cccn2cc(-c3cccc(NC(=O)C(C)C)c3)nc12 | 11µM*
COc1ccc(C(C)C)cc1S(=O)(=O)NCCc1c(C)[nH]c2c(Cl)cccc12 | -12%
COc1cccc(-c2nc(-c3ccc(-c4ccccc4)nc3OC)no2)c1 | 2.4µM*
CCc1nnc(SCc2nc(-c3ccc(OC)c(OC)c3)oc2C)c2cc3sc(C)cc3n12 | -13%
CCCC(=O)N1c2nc(C(C)C)nn2C2(CCCCC2)[C@@H]2CCCC[C@@H]21 | -8%
Cc1cccc(NC(=O)C(=O)NCCc2csc(-c3ccc(C(F)(F)F)cc3)n2)c1C | 1%
Cc1ccc2oc(C(=O)Nc3ccc(S(=O)(=O)Nc4ncccn4)cc3)cc(=O)c2c1 | -1%
COc1ccc(C(=O)Nc2ccc(C(=O)OCc3cc(=O)n4nc(C(C)C)sc4n3)cc2)cc1 | 3%
Cc1oc(-c2cccc(Br)c2)nc1Cn1c(SCc2cccc(F)c2)nc2cccnc21 | 1%
CCNC(=O)c1c(NC(=O)COc2ccc(F)cc2)sc2c1CCCC2 | -1%
Cc1ccc(-n2ncc(C(=O)Nc3ccc4c(c3)OCO4)c2C2CCN(C(=O)OC(C)(C)C)CC2)c(C)c1 | -18%
CCC(=O)N1CCc2cc(Br)cc(S(=O)(=O)CCC(=O)NCCc3ccc(Cl)cc3)c21 | -4%
COc1ccc(Cl)cc1NC(=O)c1c(NCc2cccs2)sc2c1CCCC2 | -18%
O=C(CSc1nnc(-c2ccc(O)cc2)o1)c1ccc(Br)cc1 | 1%
CCN1CCN(Cc2nc3cc(NC(=O)c4cccc([N+](=O)[O-])c4)ccc3n2CC)CC1 | -6%
COc1cc2cc(CNc3ccc(C)cc3)c(=O)n(CC(=O)Nc3ccc(F)cc3F)c2cc1OC | ?
CCN1CCC(N(Cc2ccc(F)cc2)C(=O)Nc2cc(Cl)ccc2C(=O)OC)CC1 | 1%
O=C(Nc1ccccc1F)c1nc(S(=O)(=O)Cc2ccccc2F)ncc1Cl | -14%
Cc1ccc(Cl)cc1N1CCN(C(=O)c2ccc3nc(N4CCC(C)CC4)sc3c2)CC1 | ?
O=C(CSc1nc2c([nH]c3ccccc32)c(=O)n1-c1ccc(F)cc1)NC1CCCCC1 | -4%
Cc1ccc(C)c(NC(=O)CN2CCCN(Cc3cccc(Cl)c3)S2(=O)=O)c1 | -14%
COC(=O)CN1C(C(=O)c2ccccc2)=C(OC(=O)c2ccc(C)cc2)c2ccccc2S1(=O)=O | 0%
CC(=O)Nc1ccc(Nc2c(CCC(C)C)c(C)c(C#N)c3nc4ccccc4n23)cc1 | -4%
COc1ccc(Cl)cc1NC(=O)c1oc2ccc(S(=O)(=O)N3CCCCC3)cc2c1C | -1%
Cc1cccc(CNC(=O)CSCc2cnn(-c3ccccc3)c2-n2cccc2)c1 | -20%
COC(=O)c1c(C)sc(-c2c(-c3cccc(Cl)c3)[nH]c3c2c(=O)[nH]c(=O)n3C)c1O | -6%
CCC12CN3CC(CC)(CN(C1)C3c1cc(Br)ccc1OC)C2=O (configuration not stated) | 2%
COc1ccc(S(=O)(=O)c2c(C(=O)c3ccc(C)c(C)c3)cnc3ccc(C)cc23)cc1 | -3%

Sorted by count of non-hydrogen atoms (high to low): some entries from above.
SMILES | FLuc counter
COC(=O)CN1C(C(=O)c2ccccc2)=C(OC(=O)c2ccc(C)cc2)c2ccccc2S1(=O)=O | 0%
O=C(CSc1nc2c([nH]c3ccccc32)c(=O)n1-c1ccc(F)cc1)NC1CCCCC1 | -4%
Cc1cccc(CNC(=O)CSCc2cnn(-c3ccccc3)c2-n2cccc2)c1 | -20%
CCC12CN3CC(CC)(CN(C1)C3c1cc(Br)ccc1OC)C2=O (configuration not stated) | 2%

New compounds follow.
SMILES | FLuc counter
CCS(=O)(=O)N1CC(=O)N(c2ccc(Cl)cc2)C(C)(C(=O)NC2CCCCC2)C1 (configuration not stated) | -1%
Cc1nn2c(C)c(C(=O)NCCc3ccccc3)cnc2c1-c1ccccc1 | -11%
Nc1c(C(=O)Nc2ccccc2Cl)c2ccccn2c1C(=O)c1ccc(Cl)cc1 | 1%
COc1ccc(-c2noc(N3CCN(c4cccc(Cl)c4)CC3)n2)cc1OC | -6%
Cc1ccc(NC(=O)c2ccc(Br)cc2)c(C(=O)c2ccccc2)c1 | -7%
CCc1cccc(C)c1NC(=O)C1CCN(S(=O)(=O)c2c(C)noc2/C=C/c2c(C)cc(C)cc2C)CC1 | 2%
Cc1cccc(CN2CCN(CC(=O)Nc3c(C)cccc3C)S2(=O)=O)c1 | 5%
Cc1cccc(-c2nc3c4ccccc4nc(NCc4ccc(F)cc4)n3n2)c1 | ?
Cc1ccc(C(=O)Nc2ccc(C(=O)OCc3cc(=O)n4nc(C5CC5)sc4n3)cc2)cc1 | ?
O=S(=O)(c1ccccc1)c1nnn2c1nc(Nc1ccccc1)c1cc(Cl)ccc12 | -3%
CCn1nnc2cc(C(=O)Nc3cccc(C(F)(F)F)c3)ccc21 | 4%
CCc1nc2sc3c(N4CCCCC4)ncnc3c2c2c1CCCC2 | 0%
COC(=O)c1scc(-c2ccc(C)cc2)c1S(=O)(=O)Nc1c(C)cc(C)cc1C | 1%
CCOc1ccc2nc(N3CCCC(C(=O)NCc4ccc(C)cc4)C3)sc2c1 (configuration not stated) | -19%
COC(=O)c1cnn(-c2ccc(C(=O)Nc3cc(OC)c(OC)c(OC)c3)cc2)c1N | -7%
COc1cc(-c2noc(-c3cc4cc(F)ccc4oc3=O)n2)cc(OC)c1OC | 2%
Cc1ccccc1OCC(=O)Nc1ccc2nc(SCC(=O)N3CCOCC3)sc2c1 | ?
O=C(COc1ccccc1Cl)Nc1ccc(Cl)c(-c2nc3ccccc3o2)c1 | -1%
O=C(NCc1ccccc1)c1ccc2c(c1)CCN2S(=O)(=O)c1ccc(Cl)cc1 | -3%
CCC(Sc1nnc2c3ccccc3n(CC)c2n1)C(=O)Nc1ccc(NC(C)=O)cc1 (configuration not stated) | -14%
COc1ccc(-c2cn3nc(N4CCC(C(=O)NCc5ccc(F)cc5)CC4)sc3n2)cc1 | -1%
Nc1c(C(=O)c2ccc(F)cc2)sc(Nc2ccccc2F)c1S(=O)(=O)c1ccc(Br)cc1 | -5%
Cc1ccc(OCC(=O)Nc2ccc3c(c2)nc(CCNC(=O)c2ccco2)n3C)cc1 | -15%
CCOc1ccc2oc(=O)cc(CN3CCN(c4ccccc4OC)CC3)c2c1 | -12%

In the list so far, five have an NH in an aromatic ring.
SMILES | FLuc counter
CCCCNC(=O)c1ccc2c(=O)n(-c3ccccc3)c(=O)[nH]c2c1 | 0%
Cc1ccc2nc(SCC(=O)Nc3ccc(C#N)cc3)[nH]c2c1 | -8%
COc1ccc(C(C)C)cc1S(=O)(=O)NCCc1c(C)[nH]c2c(Cl)cccc12 | -12%
O=C(CSc1nc2c([nH]c3ccccc32)c(=O)n1-c1ccc(F)cc1)NC1CCCCC1 | -4%
COC(=O)c1c(C)sc(-c2c(-c3cccc(Cl)c3)[nH]c3c2c(=O)[nH]c(=O)n3C)c1O | -6%

The list goes on.
SMILES | FLuc counter
Cc1cccc(N2CCn3c2nc2c3c(=O)n(CCCc3ccccc3)c(=O)n2C)c1 | ?
CCOC(=O)c1cnc(N2CCN(c3ccc(C)cc3C)CC2)c2ccccc12 | -2%
Cc1ccc(S(=O)(=O)c2nc(-c3cccc(C)c3)oc2N2CCN(c3ccccc3)CC2)cc1 | 2%
COCCNc1cc(N2CCN(C3CCCCC3)CC2)c2noc3c2c1C(=O)c1ccccc1-3 | 6%
Cc1ccc2nc(COc3ccc(NC(=O)COc4ccccc4F)cc3)cc(=O)n2c1 | -1%
O=C(CSC1=Nc2ccccc2C2=NC(Cc3ccccc3)C(=O)N12)Nc1ccccc1C(F)(F)F (configuration not stated) | 2%
CCN(CC)CCCNC(=O)CN1N=C(c2ccccc2)CCC1=O | -3%
O=C(c1cccs1)N1CCCc2cc(NS(=O)(=O)c3ccc(F)cc3)ccc21 | ?
O=C1CCc2cc(S(=O)(=O)NC(C(=O)Nc3cccc(F)c3)c3ccccc3)ccc2N1 (configuration not stated) | -1%
Cc1cccc2c(=O)cc(CSc3ccccc3NC(=O)c3cccc(F)c3)[nH]c12 | 1%
Cc1cc(C)cc(NC(=O)N2CCC(C(N)=O)(N3CCCCC3)CC2)c1 | 3%
Cc1ccc(NC(=O)Cn2cnc3c(oc4ccccc43)c2=O)cc1 | 1%
COc1ccc(NCc2cc3cc4c(cc3n(CC(=O)Nc3ccccc3)c2=O)OCO4)cc1 | -2%
COc1ccc(NC(=O)CCCc2nnc3n(CCC(C)C)c(=O)c4sccc4n23)c(OC)c1 | 1%
N#Cc1ccccc1NC(=O)c1cnc(N2CCOCC2)c2ccccc12 | -7%
Cc1ccccc1Cn1c(SCc2ccc(C(=O)N3CCCCC3)cc2)nc2ccncc21 | ?
CCOc1ccc(NC(=O)Cc2coc3ccc(C)cc23)cc1 | -2%
CCC(=O)Nc1ccccc1-c1nc2ccccc2n(Cc2cccc(Br)c2)c1=O | -7%
CCc1ccc(NC(=O)CN2C(=O)C(c3ccc(F)cc3)=NC2(C)C)cc1 | -13%
Cc1c(Cl)cccc1NC(=O)N1CCC(CN2CCCC2)CC1 | 3%
Cc1ccc(OCC(=O)NCC2(N3CCN(C)CC3)CCCCC2)cc1C | -1%
Cc1ccc(-c2nc(CS(=O)(=O)CC(=O)Nc3ccc(Br)cc3F)c(C)o2)cc1 | -3%
Cc1nn(CCC(=O)Nc2ccc(Cl)cc2)c(C)c1S(=O)(=O)N1CCCCC1 | -11%
Cc1cc(=O)n(CC(=O)NC(C)c2ccccc2)c2c1c(C)nn2-c1cccc(F)c1 (configuration not stated) | -3%
Cc1ccc(CNC(=O)NCc2noc3ccc(C)cc23)cc1 | ?
COc1cccc(CNC(=O)Cn2nc(C)n3c(cc4cc(C)ccc43)c2=O)c1OC | 6%
COc1ccccc1OCC(=O)N(Cc1ccc(Cl)cc1)CC1CCCO1 (configuration not stated) | -11%
Cc1ccc(-c2nc(S(=O)(=O)c3ccccc3)c(N3CCN(c4ccccc4)CC3)o2)cc1 | -2%

2 entries from above, with tabs:
structure	FLuc counter
COc1cccc(CNC(=O)Cn2nc(C)n3c(cc4cc(C)ccc43)c2=O)c1OC	6%
COc1ccccc1OCC(=O)N(Cc1ccc(Cl)cc1)CC1CCCO1 (configuration not stated)	-11%
